Vif-APOBEC3G blk: blocks the Vif interaction with human APOBEC3G; HeLa A3G-eYFP + Vif (tagged APOBEC3G with the HIV-1 protein that degrades it), YFP fluorescence, overnight; Potency, µM (series often up to 46.1 µM), for inactives: top-dose activity, negative = active, most hits filed as inhibitors; Q9HC16; 0.076% of 410,000 active;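 further: potency means the concentration at half of the fitted maximal effect; on the % scale 0 is the no-effect control and ±100 the full control effect; nearly all actives have a fitted effect of over 60% in size; hits raise eYFP signal because A3G escapes Vif-driven loss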
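HeLa cells stably expressing Vif and C-terminally eYFP-tagged A3G, seeded overnight at 37 deg C, then exposed to compound by pintool overnight at 37 deg C. Rise in yellow fluorescence (Ex 488/Em 500-530, Acumen) marks blocked Vif-driven A3G degradation.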
Glioma ERSR ind: ER stress response induction in glioma; U87-MG GRP78 promoter luciferase reporter, 16 h; Potency, µM, for inactives: top-dose activation, hits mostly activators; 0.02% of 420,000 active; further: potency means the concentration at half of the fitted maximal effect; series mostly up to about 76 µM; % of control where 0% means no effect; nearly all actives have a fitted effect of over 35% in size
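Stably transfected U87-MG human glioma cells carrying a GRP78-based luminescent sensor were seeded at 1000 cells/well, pin-dosed with compounds and incubated 16 h. Luciferase reagent was then added, and end-point luminescence was read after 10 min at room temperature.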
LDHA inh: inhibitors of human lactate dehydrogenase A; P00338; purified LDHA, NADH/diaphorase-resazurin fluorescence; active compounds read low; activity change, % (values are at about 110 or 230 µM); 0.15% of 480,000 active; AID 1347041; in the data active means activity change below about -30%; inconclusive means mostly about -25% to -30%;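 further: plate controls were DMSO wells for no effect and wells without enzyme for full effect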
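Remaining NADH was detected by diaphorase (0.133 mg/mL) converting 37 µM resazurin to fluorescent resorufin, read at 0 and 20 minutes. The preceding 5-minute room-temperature reaction used 2 nM LDHA, 0.2 mM sodium pyruvate and 0.06 mM NADH at pH 7.4.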
ALOX12 inh: ALOX12 (human) lipoxygenase inhibition; Potency, µM (titrated, usually from 108 µM), for inactives: top-dose activity change, negative = inhibition, most hits filed as inhibitors; purified 12hLO, xylenol orange hydroperoxide absorbance; 1.1% of 580,000 active; P18054; AID 1671190; further: potency means the concentration at half of the fitted maximal effect; on the % scale 0 is the no-effect control and ±100 the full control effect
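Purified human 12hLO at 150 nM in 25 mM Hepes, 0.01% Triton X-100, pH 7.0, preincubated 15 min at room temperature with compound. Reaction started with 40 uM arachidonic acid, 30 min at room temperature. Hydroperoxide measured by Fe-xylenol orange, 573/405 nm absorbance ratio.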
D2 agonist: activates the human D2 dopamine receptor; P14416; HEK293 T-REx D2 cells, calcium flux agonist mode; activation, % at 2 µM; 0.53% of 340,000 active; AID 485358;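 active means activation over 3 SD above normal in the single-dose calcium agonist read, cut at about 30% in these data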; further: 0% is about no effect
Target sequence (P14416 whole entry, looked up): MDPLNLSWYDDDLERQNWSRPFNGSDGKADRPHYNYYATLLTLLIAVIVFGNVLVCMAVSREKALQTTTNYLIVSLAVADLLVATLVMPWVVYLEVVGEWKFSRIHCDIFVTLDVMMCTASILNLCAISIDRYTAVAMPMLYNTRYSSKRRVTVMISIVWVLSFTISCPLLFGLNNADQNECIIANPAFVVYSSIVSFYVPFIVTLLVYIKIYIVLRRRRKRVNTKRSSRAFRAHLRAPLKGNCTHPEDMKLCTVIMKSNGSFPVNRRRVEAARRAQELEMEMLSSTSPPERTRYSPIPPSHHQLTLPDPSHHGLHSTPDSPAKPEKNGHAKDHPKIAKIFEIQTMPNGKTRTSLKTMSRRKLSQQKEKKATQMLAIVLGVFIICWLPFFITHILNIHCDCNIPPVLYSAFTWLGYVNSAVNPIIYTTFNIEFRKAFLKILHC
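Agonism scored from kinetic calcium signal (1 read/sec, 180 s) following compound pin transfer, after a 10 s baseline. Cells: HEK293 Trex line expressing inducible D2 receptor coupled to calcium, dye-loaded after overnight culture at 30 C.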
RGS4 inhibitor: inhibitors of human regulator of G protein signaling 4; Transcreener GDP fluorescence polarization, RGS4-accelerated GTP hydrolysis; Potency, µM (titrated, usually from 114 µM), without a hit: at the top dose activity change, negative = inhibition, usual class: inhibitors; 0.039% of 390,000 active; AID 504845; further: potency means the concentration at half of the fitted maximal effect; on the % scale 0 is the no-effect control and ±100 the full control effect; nearly all actives have a fitted effect of over 75% in size; some results filed as inactive show a strong effect at the top dose
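MLSMR compounds (23 nl, pin-transferred) preincubated 10 min at room temperature with a 500nM (2x) first reagent, then RGS4 at 900nM (2x) plus Transcreener GDP mix added; fluorescence polarization (620/688 nm) read before and after 90 min at 30 °C.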
Vif-APOBEC3F blk: inhibitors of Vif-A3F interaction; Potency, µM (doses to about 46.1 µM), without a hit: at the highest dose activity, negative = active; 0.2% of 390,000 active; HeLa A3F-eYFP + Vif (tagged APOBEC3F with the HIV-1 protein that degrades it), YFP fluorescence increase; further: potency means the concentration at half of the fitted maximal effect; % of control where 0% means no effect; nearly all actives have a fitted effect of over 65% in size
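HeLa cells stably expressing A3F-eYFP plus Vif, plated and incubated overnight at 37 deg C, then exposed to compounds overnight at 37 deg C. Blocked degradation read as raised yellow fluorescence (Ex 488/Em 500-530).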
D2 antag: D2 dopamine receptor (human) antagonism; HEK293 TREx D2 cells, calcium flux, dopamine EC80; 2% of 340,000 active; P14416; inhibition, % at 10 µM; AID 485344; in the data active means inhibition above about 30%; further: 0% is about no effect
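Cells plated overnight at 30 C with tetracycline; no-wash calcium dye, 30–90 min RT; 10 s baseline; compound pinned; 180 s read; EC80 dopamine added; another 180 s read.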
ERG-DNA inh: ERG Ets/DNA interaction inhibition; P11308; fluorescence polarization, His-ERG Ets domain / labelled DNA; Potency, µM (titrated, usually from 76.9 µM), without a hit: at the highest dose FP activity, negative = inhibition, most hits filed as inhibitors; 0.028% of 370,000 active; active means well fitted inhibition curve with a large enough effect in the polarisation, with a control signal flat; inconclusive means small, poorly fitted or top-dose-only effect, or effect the other way, or a change in a side signal; inactive means no such curve, though single readings can be large or run the other way; the % refers to the polarisation;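 further: polarization taken with two DNA probes labelled with fluorescein and Texas red; potency means the concentration at half of the fitted maximal effect; % of control where 0% means no effect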
Target sequence (P11308 whole entry, looked up, the tested form may be a part): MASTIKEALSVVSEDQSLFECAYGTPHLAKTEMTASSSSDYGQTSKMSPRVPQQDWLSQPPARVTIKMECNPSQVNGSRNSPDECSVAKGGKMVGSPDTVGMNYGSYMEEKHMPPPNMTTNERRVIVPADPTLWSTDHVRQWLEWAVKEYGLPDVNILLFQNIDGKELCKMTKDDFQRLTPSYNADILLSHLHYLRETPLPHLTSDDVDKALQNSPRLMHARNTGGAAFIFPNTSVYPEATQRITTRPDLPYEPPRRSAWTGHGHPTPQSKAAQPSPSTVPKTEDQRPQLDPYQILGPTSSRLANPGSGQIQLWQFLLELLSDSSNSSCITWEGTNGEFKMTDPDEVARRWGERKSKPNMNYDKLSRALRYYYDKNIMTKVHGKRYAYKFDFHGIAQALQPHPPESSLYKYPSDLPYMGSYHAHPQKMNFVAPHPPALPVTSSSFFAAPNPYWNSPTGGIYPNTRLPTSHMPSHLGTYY
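His-tagged ERG Ets domain (1 uM in the protein solution; 300mM KCl, 50mM Tris-HCl, 1mM EDTA, 1mM DTT, pH 7.5) received compound, then a probe mix of 5 nM fluorescein-DNA and 100nM Texas-615-DNA. Fluorescence polarization was read for both dyes.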
Numbers without * were called inactive; u = inconclusive; x = not tested or not shown; [ ] = dose if it differs, or a comment. Unless noted, the call rests on the fitted dose curve; in most records, active means well fitted curve in the direction sought with a large enough effect; inconclusive means small, poorly fitted or top-dose-only effect, or another doubt; inactive means no such curve, though single readings can be large; an effect the other way counts as inactive or inconclusive.

SMILES | Vif-APOBEC3G blk | Glioma ERSR ind | LDHA inh | ALOX12 inh | D2 agonist | RGS4 inhibitor | Vif-APOBEC3F blk | D2 antag | ERG-DNA inh
CCOC(=O)c1c(NC(=O)CSc2nnc(-c3cccc(C)c3)n2CC)sc(C(C)=O)c1C | -15% | -6% | -3 | 0% | 1.9 | -33% | 3% | 4 | 11%
CC1=C(C(=O)OC(C)C)C(c2cccnc2)C2=C(CCCC2=O)N1 (configuration not stated) | 0% | 1% | -8 | -1% | x | 31% | -3% | x | x
O=C(O)CNc1ccc(S(=O)(=O)C(F)(F)F)cc1[N+](=O)[O-] | 0% | -4% | 3 | 4µM* | 0.6 | -22% | 6% | -7 | 1%
O=C(CSc1nc2c(sc3ccccc32)c(=O)n1CCCN1CCCC1)NCc1ccccc1 | 0% | -6% | 2 | -19% | 3.7 | -43% | u | -15 | -1%
Cc1ccc(C)c(OCC(=O)NNC(=O)c2ccc(=O)[nH]c2)c1 | 3% | -7% | -1 | 368%[activator] | 0.5 | -23% | 1% | -6 | 5%
O=C(CCSCCC(=O)Nc1ccccc1F)Nc1ccccc1F | 2% | -2% | -6 | 10% | -1.1 | -18% | 2% | -1 | 8%
O=C(NCC1CCCN(C(=O)c2cccc(C(F)(F)F)c2)C1)c1ccc(F)cc1 (configuration not stated) | 5% | -2% | -6 | 4% | x | 21% | -4% | x | -3%
COc1ccc(CCNC(=O)c2ccc(OCc3c(C)noc3C)cc2)cc1OC | 3% | 5% | 1 | -5% | 0.8 | -9% | -24% | -23 | 14%
COc1cc(C(=S)N2CCCCC2)ccc1OCC(=O)Nc1ccccc1Cl | -4% | 4% | -3 | -29% | -0.3 | 7% | 1% | 1 | -3%
CCc1nonc1NC(=O)c1oc2cc(Br)ccc2c1C | -3% | 2% | -1 | -7% | 0.7 | 17% | 1% | 11 | -4%
Cc1csc(NC(=O)CSc2nnc(NC(=O)COc3ccc(Cl)cc3)s2)n1 | 1% | -1% | -4 | -11% | 0.0 | -19% | -8% | -1 | u
CCCN(C(=O)CSc1nnnn1-c1ccccc1OC)C1CCS(=O)(=O)C1 (configuration not stated) | 0% | -4% | -5 | 1% | 0.1 | 2% | 1% | -5 | 2%
Cc1ccc(-c2cc(-c3ccc(C)cc3O)[nH]n2)cc1 | 0% | 9% | -4 | 9% | 7.4 | -21% | -8% | 20 | 8%
Cc1ccc(-c2csc(NC(=O)c3cccc(S(=O)(=O)N4CCN(C)CC4)c3)n2)cc1 | -1% | 1% | -6 | 0% | 0.1 | 4% | 0% | 2 | -15%
O=C(NC1=NCCS1)c1nc(-c2ccccc2)n(-c2ccccc2)n1 | -1% | -4% | -2 | 5% | -0.6 | 27% | 6% | -9 | 17%

Next section, starting with the last 6 of the part before.
SMILES | Vif-APOBEC3G blk | Glioma ERSR ind | LDHA inh | ALOX12 inh | D2 agonist | RGS4 inhibitor | Vif-APOBEC3F blk | D2 antag | ERG-DNA inh
CCc1nonc1NC(=O)c1oc2cc(Br)ccc2c1C | -3% | 2% | -1 | -7% | 0.7 | 17% | 1% | 11 | -4%
Cc1csc(NC(=O)CSc2nnc(NC(=O)COc3ccc(Cl)cc3)s2)n1 | 1% | -1% | -4 | -11% | 0.0 | -19% | -8% | -1 | u
CCCN(C(=O)CSc1nnnn1-c1ccccc1OC)C1CCS(=O)(=O)C1 (configuration not stated) | 0% | -4% | -5 | 1% | 0.1 | 2% | 1% | -5 | 2%
Cc1ccc(-c2cc(-c3ccc(C)cc3O)[nH]n2)cc1 | 0% | 9% | -4 | 9% | 7.4 | -21% | -8% | 20 | 8%
Cc1ccc(-c2csc(NC(=O)c3cccc(S(=O)(=O)N4CCN(C)CC4)c3)n2)cc1 | -1% | 1% | -6 | 0% | 0.1 | 4% | 0% | 2 | -15%
O=C(NC1=NCCS1)c1nc(-c2ccccc2)n(-c2ccccc2)n1 | -1% | -4% | -2 | 5% | -0.6 | 27% | 6% | -9 | 17%
CC(=O)c1ccc(OCC(=O)NC2CCCN(Cc3ccccc3F)C2)cc1 (configuration not stated) | 3% | -3% | -12 | 2% | 0.6 | 15% | 4% | -8 | 0%
CCCSc1ncc(Cl)c(C(=O)N(Cc2cccc(Cl)c2)C2CCS(=O)(=O)C2)n1 (configuration not stated) | x | x | -2 | -18% | -1.0 | -13% | x | x | 1%
CCC(C)NC(=O)c1ccc2c(c1)N(Cc1ccccc1F)C(=O)c1ccccc1S2=O (configuration not stated) | -5% | -3% | -2 | -18% | 3.1 | -24% | -12% | x | 3%
N#Cc1ccc(OCC(=O)OCC(=O)N2CCc3ccccc32)cc1 | -3% | 1% | -13 | 1% | x | x | -12% | x | x
O=C(OCC(=O)N1CCC(Cc2ccccc2)CC1)c1cncc(Br)c1 | 0% | -2% | 2 | u | x | -14% | -4% | x | -2%
Cc1cccn2c(=O)c(/C=C(\C#N)S(=O)(=O)c3ccccc3)c(N3CCC(C(N)=O)CC3)nc12 | -1% | -2% | -2 | -2% | -0.1 | -11% | 2% | -3 | 0%
CN(C)S(=O)(=O)n1cc(/C=C(\NC(=O)c2ccccc2)C(=O)N2CCOCC2)c2ccccc21 | 2% | -5% | -1 | -2% | x | -16%[56.9 µM] | -4% | x | 0%
CCCCOc1ccc(NC(=O)C(=O)NCCC2=CCCCC2)cc1 | 0% | -4% | 3 | -16% | 1.2 | -53% | 6% | 10 | 8%
Cc1ccc(NC(=O)c2cccc(OC(F)F)c2)c(OC(F)F)c1 | -8% | 2% | -6 | -13% | -0.6 | 1% | -9% | 7 | -6%
CCOC(=O)c1nn(-c2ccccc2C)c2nc(Nc3ccccc3)cc(=O)n12 | 0% | -4% | -10 | -5% | 5.7 | 28% | -11% | -1 | -1%
COc1ccc(NC(=O)Cc2c(C(=O)O)[nH]c3ccccc23)cc1OC | 1% | -4% | -1 | -36% | x | -14% | 3% | x | -7%
CN(C)c1ccc(C(=S)N2CCN(S(=O)(=O)c3ccccc3)CC2)cc1 | 0% | -3% | -9 | 2% | 0.1 | 31% | -1% | -4 | -1%
CC1CCc2c(sc(NC(=O)COC(=O)C3CCCO3)c2C#N)C1 (configuration not stated) | 0% | 4% | 2 | -13% | 0.2 | -38% | 0% | 1 | -5%
CCn1c2ccc(OC)cc2c2nc3ccccc3nc21 | -18% | -6% | -11 | 9% | -0.6 | 12% | x | -6 | -4%
CCOC(=O)[C@@H]1[C@H]2COc3ccc(Br)cc3[C@@H]2N2C(=O)N(c3ccc(OC)cc3)C(=O)[C@]12C | -6% | -4% | -5 | x | -0.8 | 23% | 7% | 6 | 1%
CCCCC1S/C(=N/N=C/c2ccc(OC)cc2)N(Cc2ccc(OC)cc2)C1=O (configuration not stated) | -1% | -4% | -10 | 0% | 0.1 | 20% | 13% | 20 | 9%
Cc1ccc(-c2csc(NC(=O)COC(=O)c3cccc(S(=O)(=O)N4CCOCC4)c3)n2)cc1 | 1% | -4% | 0 | 6% | -0.4 | 13%[56.9 µM] | -2% | 1 | 5%
CCOC(=O)N1CCN(C(=O)C2CC(=O)N(Cc3ccc(OC)cc3)C2)CC1 (configuration not stated) | -1% | -5% | 1 | 171%[activator] | -3.0 | 3% | -2% | 8 | -3%
CCOCCc1nn2c(=O)cc(COC(=O)CNC(=O)c3ccc(F)cc3)nc2s1 | 4% | -2% | -1 | -22% | -0.9 | -8% | -4% | x | 7%
CC(C)Oc1cccc(C(=O)N/N=C/c2coc3ccccc3c2=O)c1 | 2% | 3% | 0 | -7% | 0.5 | 4% | -8% | -3 | -3%
CC1CCN(C(=S)c2cn(Cc3ccc(F)cc3)c3ccccc23)CC1 | 0% | -3% | -7 | u | -0.3 | -1% | 0% | -4 | -3%
O=C(Cn1cnc2c(NCc3ccccc3)ncnc21)NCCCN1CCCC1=O | 2% | -4% | 0 | 0% | x | 8% | 6% | x | -2%
O=S(=O)(c1ccc(C(F)(F)F)cc1)N1CCN(CCc2ccccc2)CC1 | -3% | -4% | 1 | -24% | -0.1 | 19% | -1% | 23 | 8%
Cc1ccc(N2CC(C(=O)Nc3nnc(SCC(=O)N4CCOCC4)s3)CC2=O)cc1 (configuration not stated) | -1% | -3% | 0 | -5% | 0.3 | -16% | -10% | 4 | -2%
O=C(NCCCCc1ccccc1)C1CC(c2ccc([N+](=O)[O-])cc2)=NO1 (configuration not stated) | 6% | 1% | -8 | u | x | 15% | 3% | x | 5%
CC(C)(CC(=O)NCc1ccc(Cl)cc1Cl)CC1=NS(=O)(=O)c2ccccc2N1 | -7% | -7% | 0 | u | 1.7 | 13% | 0% | x | 1%

Not all compounds are listed, so the mix of outcomes need not match the whole.
